zVAD death inh: L929 zVAD cell death inhibition; L929 zVAD necroptosis rescue, ATP luminescence, 24 h; with zVAD 60 µM; viability rescue, % at 10 µM; actives 0.38% (n = 220,000);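 active means activation, scaled between plate controls, above about 75%, limit read from the data; inactive means activation under that limit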;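 further: 0% = zVAD with DMSO and 100% = DMSO alone without zVAD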
Runt-CBFb FRET: blocks binding of human RUNX1 Runt domain to CBFb | Q01196+Q13951 | Cerulean-Runt/Venus-CBFb FRET ratio 530/480, 1 h | inhibition, % at 20 µM | actives 0.46% (n = 220,000) | AID 1496;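 active means inhibition over about 50% at 20 µM in the single-dose screen, limit read from the data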;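 further: 0% = DMSO wells and 100% = excess unlabeled CBFb competitor control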
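Assay system: Cerulean-tagged RUNX1 Runt domain (FRET donor) fusion protein / Amount: 100 nM each of Venus-CBFb and Cerulean-Runt domain / Medium: Tris buffer pH 7.5 with salts and BSA / Also added: Venus-CBFb 100 nM / Schedule: 1 h complex formation plus 1 h compound treatment, room temperature / Signal: FRET fluorescence / Read-out: loss of energy transfer signal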
EP2 antag: EP2 receptor (human) inhibition; C6 glioma cells expressing human EP2, cAMP TR-FRET; cells stimulated with saturating PGE2; actives 0.52% (n = 260,000); inhibition, % at 25 µM;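 active means percent inhibition above 40 after rounding to a whole number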;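 further: rat C6 glioma host cells with rolipram phosphodiesterase inhibitor present; the protocol text gives 20 µM as final concentration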
RBBP9 inh: human RBBP9 hydrolase inhibition; actives 0.2% (n = 220,000); recombinant RBBP9, FP-Rh probe fluorescence polarization; inhibition, % at 7.94 µM;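 active means inhibition above the campaign mean of all tested compounds plus 3 SD, cut at about 14% in these data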;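 further: plate controls were DMSO wells with RBBP9 for no effect and wells lacking RBBP9 protein for full effect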
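Measured by: FP readout at 525/598 nm; material: recombinant human RBBP9; also added: Serine-hydrolase probe FP-Rh, 375 nM pre-mixing; medium: Tris buffer pH 8.0, NaCl, Pluronic; replication: one well per compound; doses: one concentration, 7.94 µM nominal, 0.794% DMSO; timing: preincubation 30 min plus labeling 45 min at 25 °C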
EP2 modulator: modulates human prostaglandin E2 receptor EP2 signaling. actives 0.83% (n = 260,000). AID 940. P43116. EP2-expressing cells, cAMP HTRF FRET, PGE2 co-stimulation. induction, % at 25 µM;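 active means compounds whose cAMP rise, as percent of the full-agonist control response, exceeds 60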;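 further: rat C6 glioma line stably carrying human EP2 under a CMV promoter; the protocol text gives 20 µM as final concentration; 100% = response of wells given 1 µM PGE2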
Hck Nef HTS: blocks Nef-activated human Hck kinase; inhibition, % at 20 µM; Recombinant Hck-YEEI plus Nef, Z-Lyte FRET kinase assay; actives 0.68% (n = 220,000); P08631; AID 463187;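 active means Hck-Nef kinase inhibition above about 50%, limit read from the data; inactive means inhibition below that limit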;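 further: 0% = DMSO with Hck plus Nef and 100% = Hck alone without Nef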
TNF necrop inh: blocks TNF-alpha induced death of Jurkat FADD-/- cells; Jurkat FADD-/- TNF necroptosis rescue, ATP luminescence, 24 h; 0 = TNF only, 100 = no-TNF cells; activation (protection from cell death), % at 10 µM; actives 0.068% (n = 220,000);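 active means activation, meaning protection from cell death, of at least 50% relative to plate controls; inactive means activation below 50%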;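 further: necroptosis triggered by 40 ng/mL TNF-alpha added together with compound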
Runt-SMMHC FRET: inhibitors of human RUNX1 Runt domain binding to CBFb-SMMHC | Q01196+Q13951 | Cerulean-Runt/Venus-CBFb-SMMHC FRET ratio 530/480, 1 h | inhibition, % at 20 µM | actives 0.74% (n = 220,000) | AID 1434;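 active means mean inhibition across duplicate retests at 20 µM reaching about 50%, limit read from the data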;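 further: 0% = DMSO wells and 100% = wells with excess untagged CBFb-SMMHC; inhibitors lower the FRET ratio by blocking Runt binding to CBFb-SMMHC; some results filed as inactive read as strong as hits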
PERK inh: inhibitors of human PERK kinase | Q9NZJ5 | CHO PERK-DD fusion, SEAP luminescence translation reporter | inhibition, % at 5.6 µM | actives 0.17% (n = 220,000) | AID 1416;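 active means inhibition above the mean inhibition of all tested compounds plus 3 SD, set separately per screening campaign, cut at about 2.9% in these data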;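 further: PERK kinase domain activated by AP20187 dimerizer at 100 nM; 0% = DMSO with dimerizer and 100% = rapamycin at 8.4 µM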
Target sequence (Q9NZJ5 whole entry, looked up, the tested form may be a part): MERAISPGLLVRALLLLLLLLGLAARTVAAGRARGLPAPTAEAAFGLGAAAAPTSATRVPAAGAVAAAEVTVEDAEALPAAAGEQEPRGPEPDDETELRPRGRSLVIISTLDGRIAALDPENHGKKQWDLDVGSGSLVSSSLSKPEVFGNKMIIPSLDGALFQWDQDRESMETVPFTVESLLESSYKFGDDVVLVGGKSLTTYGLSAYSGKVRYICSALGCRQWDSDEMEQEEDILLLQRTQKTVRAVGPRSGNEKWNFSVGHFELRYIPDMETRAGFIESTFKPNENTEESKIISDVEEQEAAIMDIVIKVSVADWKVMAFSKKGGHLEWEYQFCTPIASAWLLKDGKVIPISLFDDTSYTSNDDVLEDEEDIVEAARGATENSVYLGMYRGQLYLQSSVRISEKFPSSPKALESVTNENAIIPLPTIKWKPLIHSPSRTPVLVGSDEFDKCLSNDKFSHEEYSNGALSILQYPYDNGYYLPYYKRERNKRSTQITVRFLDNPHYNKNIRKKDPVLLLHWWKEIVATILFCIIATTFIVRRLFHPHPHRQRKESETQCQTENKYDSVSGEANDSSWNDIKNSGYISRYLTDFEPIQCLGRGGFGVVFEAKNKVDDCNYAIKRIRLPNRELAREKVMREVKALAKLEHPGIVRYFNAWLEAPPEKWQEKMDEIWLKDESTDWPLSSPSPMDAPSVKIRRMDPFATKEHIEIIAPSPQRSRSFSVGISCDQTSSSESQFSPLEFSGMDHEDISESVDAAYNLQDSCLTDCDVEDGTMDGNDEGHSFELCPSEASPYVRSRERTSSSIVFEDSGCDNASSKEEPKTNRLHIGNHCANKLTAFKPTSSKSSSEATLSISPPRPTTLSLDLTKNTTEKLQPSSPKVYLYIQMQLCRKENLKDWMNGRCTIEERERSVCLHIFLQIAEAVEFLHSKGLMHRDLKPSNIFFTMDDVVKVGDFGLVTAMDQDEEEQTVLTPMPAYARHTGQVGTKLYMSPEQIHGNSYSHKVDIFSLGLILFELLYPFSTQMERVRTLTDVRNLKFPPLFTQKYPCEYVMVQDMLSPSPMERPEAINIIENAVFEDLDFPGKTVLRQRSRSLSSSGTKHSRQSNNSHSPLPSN
An asterisk follows results filed as active; · = no result given; & = joins results of further samples. Only part of the results is shown; the hit share may differ from the screen's.

Sequence of screens – zVAD death inh	Runt-CBFb FRET	EP2 antag	RBBP9 inh	EP2 modulator	Hck Nef HTS	TNF necrop inh	Runt-SMMHC FRET	PERK inh
CC(C)C(=O)NC(=S)Nc1ccccn1
  -0.5	-1	10	-1	28	0	-2.1	2	1.9
COc1ccc(C)cc1NC(=O)c1ccc(N(C)S(C)(=O)=O)cc1
  0.3	-1	10	9	-20	7	-1.3	4	-0.9
CCOc1cc(/C=N/n2cnnc2)ccc1O
  1.4	0	11	-4	-7	5	3.0	-2	1.6
CN(CC(=O)N1CCN(c2ccccc2F)CC1)S(=O)(=O)c1cnc[nH]1
  0.8	-3	7	-4	26	-2	1.2	2	-0.7
O=C(Nc1nc2ccc([N+](=O)[O-])cc2s1)C1CCCO1 (stereo unspecified)
  1.4	0	0	2	-18	19	0.0	0	1.3
CCOC(=O)/C(C#N)=C/N=c1ccc(C)cn1C
  -0.2	-1	9	1	-2	-19	-1.9	3	-0.3
N#CC(C#N)=C1NC2(CCCCC2)Cc2ccccc21
  -0.4	-1	8	-9	22	21	0.0	2	-0.7
OC(COCC(F)(F)C(F)(F)C(F)(F)C(F)F)Cn1c2ccccc2c2ccccc21 (stereo unspecified)
  49	-5	10	-12	-13	3	6.3	-8	1.1
COc1ccc(CCNC(=O)Cn2c(=O)n(Cc3ccco3)c(=O)c3ccc(Cl)cc32)cc1OC
  -1.5	0	15	-6	4	-4	0.7	4	-0.8
CC1CCN(CCCn2c(=S)[nH]c3ccccc3c2=O)CC1
  -0.2	-1	16	-5	-11	0	-2.2	-3	-0.3
O=C(NC(Nc1nc2ccc([N+](=O)[O-])cc2s1)(C(F)(F)F)C(F)(F)F)c1ccccc1Cl
  4.5	-10	6	1	6	0	-11	-19	-1.5
Cc1cc(C(=O)OCC(=O)c2cccc([N+](=O)[O-])c2)c2cccc(C)c2n1
  -0.4	-3	·	-3	16	0	-3.4	-12	0.7
CCC(C)NS(=O)(=O)c1ccc(S(=O)(=O)Nc2cc3c(cc2C(C)=O)OCO3)cc1 (stereo unspecified)
  0.0	2	5	-7	-18	2	-1.6	5	-0.2
COc1ncnc(OC)c1NC(=O)c1ccc(F)cc1
  -0.1	-3	12	-9	-2	4	-1.8	-5	0.9
NC(=O)NCc1ccc(Cl)cc1
  0.0	-2	5	-10	-2	-1	-2.5	0	0.4
CCOCCCNC(=O)C(NC(=O)C1CCC(=O)N1)c1ccc(C)cc1 (stereo unspecified)
  0.7	-1	8	-6	-16	0	-0.6	-54	1.3
CC(=O)NC(=S)Nc1ccccc1N1CCN(C(=O)c2ccccc2)CC1
  -0.8	-1	4	3	-20	13	-1.3	1	-0.5
Cc1c(Cl)cccc1NC(=O)CCCN1C(=O)CCC1=O
  -0.3	2	·	-15	31	-14	-0.7	4	0.3
O=C1c2ccccc2C(=O)N1CC1c2ccccc2CCN1C(=O)N1CCOCC1 (stereo unspecified)
  0.2	1	12	-6	34	4	0.4	0	1.1
C=CCn1c(SCC(=O)Nc2ccc3c(c2)OCCO3)nnc1-c1ccccn1
  0.2	0	6	-4	-3	1	-0.7	4	-0.8
COc1ccc(S(=O)(=O)N2CCC(C(=O)N3CCc4ccccc4C3)CC2)cc1C
  -0.7	-2	7	1	-3	2	-3.6	3	-1.7
COc1ccc(/C=C2\CCCC3C2=NN(C(=O)CSc2ncn[nH]2)C3c2ccc(OC)cc2)cc1 (stereo unspecified)
  1.4	-7	5	-9	55	1	-2.1	3	-0.8
NNC(=O)c1cccc(COCC(F)(F)C(F)F)c1
  -0.4	0	5	-11	-2	-1	2.1	0	-0.4
C[N+]1(C)CC2([N+](=O)[O-])CC=C(Oc3ccccc3)C([N+](=O)[O-])(C2)C1 (stereo unspecified)
  0.7	0	4	7	13	3	1.6	5	1.3
CC1CCCC(C)N1C(=O)Cn1c(SCC(=O)Nc2ccc3c(c2)OCO3)nc2ccccc21 (stereo unspecified)
  -0.5	-1	8&7	1	-4&5	1	1.6	1	-0.8
CSc1ccc(C#N)cc1NC(=O)c1ccccc1
  4.3	0	5	-7	18	1	-0.5	-2	0.8
O=C(Nc1nnc(CCN2CCCCC2)s1)c1ccccc1
  1.5	·	1	-5	6	-13	0.8	2	1.1
O=C(CN(C(=O)CSc1nc2ccccc2o1)c1cccc(F)c1)NC1CCCCC1
  0.1	-1	25	0	33	0	-5.5	3	0.7
Cc1cc(C)c(S(=O)(=O)Nc2ccccc2C(=O)OCC(=O)NCc2ccccc2)c(C)c1
  0.1	-2	2	-10	-14	17	0.7	6	0.9
C=CCn1c(=S)[nH]c2nc3c(cc2c1=O)CCCC3
  0.6	0	8	-7	28	0	-0.7	-4	-0.5
Cc1cccc(N2C(=S)NC3c4cc(Cl)ccc4OC2(C)C3C(=O)N(C)C)c1 (stereo unspecified)
  -0.3	-2	4	-2	7	1	0.2	1	0.3
COc1ccc(-c2[nH]ncc2CN2CCSCC2)c(OC)c1
  -0.2	-2	2	-3	9	22	0.6	1	0.0
Cc1ccc(/C=C/C(=O)Nc2ccc(S(N)(=O)=O)cc2)o1
  68	37	9	7	11	28	0.9	23	1.0
O=C(COc1ccccc1/C=C1/NC(=O)NC1=O)Nc1ccccc1
  1.3	0	1	3	4	5	1.1	11	1.2
CCCCNC(=O)C1CCN(S(=O)(=O)c2c(C)noc2/C=C\c2ccc(OC)cc2)CC1
  -1.0	-1	10	-7	-3	0	-0.5	1	0.3
Oc1ccc(CNc2ccccc2O)cc1
  -0.9	3	6	2	-28	2	-2.4	0	-1.0
Cc1ccc(C(=O)Cn2nc(C(=O)O)c3ccccc3c2=O)cc1C
  1.0	-3	1	-7	7	3	1.4	3	1.6
O=C(CCN1C(=O)c2ccccc2C1=O)Nc1sc2c(c1C(=O)NCc1ccco1)CCCC2
  -0.7	1	3	-6	26	10	-0.3	-6	-0.1
CCOc1cccc(CN2CCN(CCc3ccccc3)C(CCO)C2)c1O (stereo unspecified)
  0.6	0	15	-4	13	7	2.1	1	-0.4
Cc1nc2ccccc2c2oc(C(=O)N3CCc4ccccc4C3)cc12
  0.5	-1	8	-9	6	0	-4.4	0	-0.9
N[C@@H](Cc1ccc(O)c(I)c1)C(=O)O
  3.9	-1	7	-11	17&9	1	2.0	3	1.6
COC(=O)c1c(NC(=O)CN2C(=O)NC3(CCc4ccccc4C3)C2=O)sc2c1CCCCC2 (stereo unspecified)
  ·	-3	13	-5	0	-5	1.0	-1	-1.1
COc1ccc(S(=O)(=O)NCCSCc2ccco2)cc1OC
  0.4	1	13	-4	-1	-11	-0.9	-3	0.2
COc1ccc(OCC2c3cc(OC)c(OC)cc3CCN2C(=O)C(C)C)cc1 (stereo unspecified)
  -0.6	0	5	-3	0	31	0.1	4	-0.1
CC(C)(C)NC(=O)CN(Cc1cccs1)C(=O)CN1C(=O)C(=O)c2ccccc21
  -0.9	·	11	-13	-26	-22	-0.2	-4	0.6

Retrieved by structure from the entries so far:
Sequence of screens – zVAD death inh	Runt-CBFb FRET	EP2 antag	RBBP9 inh	EP2 modulator	Hck Nef HTS	TNF necrop inh	Runt-SMMHC FRET	PERK inh
CC(C)(C)NC(=O)CN(Cc1cccs1)C(=O)CN1C(=O)C(=O)c2ccccc21
  -0.9	·	11	-13	-26	-22	-0.2	-4	0.6
COc1ccc(S(=O)(=O)NCCSCc2ccco2)cc1OC
  0.4	1	13	-4	-1	-11	-0.9	-3	0.2

New compounds follow.
Sequence of screens – zVAD death inh	Runt-CBFb FRET	EP2 antag	RBBP9 inh	EP2 modulator	Hck Nef HTS	TNF necrop inh	Runt-SMMHC FRET	PERK inh
CCn1c2ccc(F)cc2c2nc3ccccc3nc21
  1.2	-12	6	-3	40	4	0.4	-22	0.7
CCCn1c(/N=C/c2cc(OC)ccc2O)nc2ccccc21
  -0.3	0	18	-5	23	0	-3.2	-1	0.4
COC(=O)C1=C(C)N=C2SCCC(=O)N2C1c1cc(Br)ccc1OC (stereo unspecified)
  -0.9	-2	16	-7	7	1	-1.4	5	-0.7
N#CC(C(=O)NC1CC1)c1nc2ccccc2nc1N1CCN(C/C=C/c2ccccc2)CC1 (stereo unspecified)
  0.1	8	15	0	32	-2	-0.3	62	-0.2
Cc1cc(OCCCC(=O)NCCN2C(=O)S/C(=C\c3cccnc3)C2=O)ccc1Cl
  0.0	2	20	-5	-86	0	0.2	1	0.1
CCCC(=O)Nc1ccc2oc(-c3ccc(OC)c(Br)c3)nc2c1
  8.6	-2	8	-11	-13	-5	1.5	-5	-0.1
O=C(NC(=S)NCc1ccccc1)c1ccccc1F
  -0.1	1	9	-5	-15	2	-2.3	-3	0.2
O=C(Nc1ccccc1-c1nc2ccccc2s1)c1cccnc1
  1.9	0	11	-8	37	1	0.0	2	0.3
Cc1ccc(C(=O)c2cn[nH]c2-c2cc(Cl)ccc2O)cc1
  0.5	0	17	-10	-25	3	0.5	-7	0.2
CCOC(=O)N1CCC2(CC1)C(C(=O)C13CC4CC(CC(C4)C1)C3)C2(C#N)C#N (stereo unspecified)
  35	0	2	-5	-1	1	-1.6	4	0.8
Cc1cc(C)n2nc(S(=O)(=O)Nc3c(Cl)cccc3Cl)nc2n1
  0.4	0	7	6	-13	21	1.4	3	0.6
